High-throughput results from PubChem BioAssay.
Diaphorase act: diaphorase activation or chemical reduction counter-screen | Diaphorase/resazurin coupled assay, resorufin fluorescence, 16 min; active compounds read high; 1 = vehicle wells, 0 = NADH-free wells | activation factor at 20 µM | hit rate 0.005% among 190,000 | AID 1229;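 active means diaphorase activity raised at least twofold by the compound at 20 µM; inactive means activation factor below 2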
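Material: purified diaphorase enzyme from Clostridium kluyveri; Also added: 0.114 mM NADH and 0.1 mM resazurin, final amounts; Doses: single compound dose of 20 µM, 1% DMSO final; Times: 16 min enzyme reaction, ambient temperature; Detection: resorufin fluorescence, excitation 544 nm, emission 590 nm; Measure: increased resorufin signal from activators or reducing compounds.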
PMI activator: increases human mannose-6-phosphate isomerase activity; activation factor at 20 µM; P34949; purified human PMI, coupled resazurin fluorescence, 20 min; active compounds read high; 1 = vehicle control, 0 substrate-free wells; hit rate 0.005% among 190,000;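 active means activation factor of 2 or more at 20 µM, relative to plate controls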
Target sequence (P34949 whole entry, looked up): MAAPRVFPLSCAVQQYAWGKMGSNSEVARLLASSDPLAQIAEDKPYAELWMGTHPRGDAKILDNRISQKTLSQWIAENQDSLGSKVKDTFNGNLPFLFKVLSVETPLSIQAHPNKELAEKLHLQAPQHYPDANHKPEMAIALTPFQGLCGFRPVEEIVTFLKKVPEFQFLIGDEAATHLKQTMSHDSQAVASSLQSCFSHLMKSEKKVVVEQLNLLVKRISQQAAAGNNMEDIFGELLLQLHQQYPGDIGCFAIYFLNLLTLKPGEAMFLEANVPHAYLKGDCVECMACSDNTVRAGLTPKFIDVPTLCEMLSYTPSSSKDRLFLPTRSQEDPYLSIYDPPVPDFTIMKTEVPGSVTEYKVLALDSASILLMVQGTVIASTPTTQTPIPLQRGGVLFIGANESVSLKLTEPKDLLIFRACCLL
PMI act satM6P: PMI (human) activation, high substrate; hit rate 0.34% among 190,000; coupled PMI enzyme assay, resazurin fluorescence, 20 min; active compounds read high; 1 = untreated enzyme, 0 = substrate-free blank; activation factor at 20 µM;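 active means activation factor of 2 or more at 20 µM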
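Test system – human PMI in coupled enzyme assay · Timing – 20 min incubation at room temperature · Detection – Diaphorase-driven resazurin-to-resorufin fluorescence, excitation 544, emission 590 nm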
TNAP act hi DEA: increases human TNAP activity under high phosphate acceptor concentration; purified TNAP, CDP-star luminescence, 1 M DEA, 30 min; active compounds read high; 0 = EDTA background, 1 = DMSO-only activity; 200,000 tested, under 10 active; activation factor at 20 µM; P05186;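 active means activation factor at least 2 at 20 µM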
Target sequence (P05186 whole entry, looked up): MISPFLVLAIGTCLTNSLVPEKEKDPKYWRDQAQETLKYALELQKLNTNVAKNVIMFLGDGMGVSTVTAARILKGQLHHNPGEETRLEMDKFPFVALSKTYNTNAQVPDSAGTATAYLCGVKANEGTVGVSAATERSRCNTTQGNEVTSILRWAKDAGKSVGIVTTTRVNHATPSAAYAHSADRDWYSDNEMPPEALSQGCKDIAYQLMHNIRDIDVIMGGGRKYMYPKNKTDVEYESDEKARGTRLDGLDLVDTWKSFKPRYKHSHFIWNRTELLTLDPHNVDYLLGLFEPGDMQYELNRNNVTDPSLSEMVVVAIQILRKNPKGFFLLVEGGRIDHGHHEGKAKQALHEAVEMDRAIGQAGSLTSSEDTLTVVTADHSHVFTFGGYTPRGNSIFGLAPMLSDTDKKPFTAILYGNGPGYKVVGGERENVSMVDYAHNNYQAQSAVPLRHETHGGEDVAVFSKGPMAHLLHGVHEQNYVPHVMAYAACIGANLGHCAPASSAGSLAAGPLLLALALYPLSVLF
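Assay system: human TNAP; Input: enzyme diluted 1/800 final; Reagent: CDP-star luminogenic substrate at 100 µM final; Timing: 30 min, room temperature; Signal: luminescence; Evaluation: TNAP activation factor scaled between EDTA and DMSO control wells.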
bIAP activator: increases bovine intestinal alkaline phosphatase activity; purified bovine IAP, CDP-star luminescence, 30 min; active compounds read high; fold of DMSO-control signal, blank-subtracted; activation factor at 20 µM; hit rate 0.17% among 200,000;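 active means activation factor of 2 or more at 20 µM, a signal rise over negative controls twice the positive control's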
bIAP inh: intestinal alkaline phosphatase (bovine) inhibition; inhibition, % at 20 µM; 190,000 tested, under 10 active; purified bovine IAP, CDP-star luminescence, 30 min;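 active means over 50% inhibition of intestinal alkaline phosphatase at 20 µM in the single-dose screen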
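System: Purified bovine intestinal alkaline phosphatase (IAP) enzyme | Input: IAP diluted 1/65,000,000 in the well | Also added: CDP-star chemiluminescent phosphatase substrate, 30 µM final | Dosing: 20 µM single dose | Times: Enzyme reaction for 30 min at room temperature | Detection: Luminescence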
TNAP inh hi DEA: TNAP (human) inhibition, high acceptor; hit rate 0.03% among 200,000; P05186; purified TNAP, CDP-star luminescence, 1 M DEA; inhibition, % at 20 µM;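 active means over 50% inhibition of tissue-nonspecific alkaline phosphatase at 20 µM in the single-dose screen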;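 further: plate controls were DMSO wells for no effect and EDTA-quenched wells as full inhibition for full effect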
L major viab: reduces viability of Leishmania major promastigotes; resazurin fluorescence viability; inhibition, % at 10 µM; hit rate 9% among 200,000; AID 1063; in the data active means inhibition above about 50%;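 further: promastigotes grown with compound for 44 hours at 28 °C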
TNAP inh no acc: blocks human TNAP activity with no phosphate acceptor present. purified TNAP, CDP-star luminescence, 30 min. P05186. AID 1012. inhibition, % at 20 µM. hit rate 0.26% among 200,000;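 active means tissue-nonspecific alkaline phosphatase inhibition above about 50% at 20 µM in the single-dose screen, limit read from the data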;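 further: 0% = DMSO negative control and 100% = EDTA positive control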
Diaphorase inh: inhibits diaphorase or chemically oxidizes, flagging diaphorase assay artifacts; diaphorase resazurin-to-resorufin fluorescence, NADH, 16 min; bacterial (C. kluyveri) enzyme, not human; inhibition, % at 20 µM; hit rate 0.69% among 190,000; AID 1217;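 active means primary screen inhibition at 20 µM above a set limit, cut at about 50% in these data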;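 further: plate controls were DMSO with full reaction for no effect and wells lacking NADH for full effect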
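System: Bacterial diaphorase enzyme (C. kluyveri) | Incubation: 16-min room-temperature incubation before reading | Benchmarks: No-NADH positive control and DMSO neutral control | Measured by: Resorufin fluorescence 544/590 nm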
Starred values were filed as active, the others as inactive.

Screening COC(=O)c1cc(=O)n(Cc2ccccc2)c(=NCc2ccccc2)s1 returned Diaphorase act 1, PMI activator 1, PMI act satM6P 1.1, TNAP act hi DEA 1, bIAP activator 1.1, bIAP inh -5.7, TNAP inh hi DEA -1.1, L major viab -7.0, TNAP inh no acc -8.3 and Diaphorase inh -3.6.
Screening Cc1ccc(CN(CC2CCCO2)C(=O)CN2C(=O)C(C(C)C)Oc3ccccc32)o1 (configuration not stated) returned Diaphorase act 0.9, PMI activator 1, PMI act satM6P 1, TNAP act hi DEA 1, bIAP activator 1, bIAP inh 0.5, TNAP inh hi DEA 0.7, L major viab -0.6, TNAP inh no acc -3.9 and Diaphorase inh 9.9.
`Cc1onc(-c2ccccc2Cl)c1C(=O)Nc1ccc(S(=O)(=O)N2CCCC2)cc1` gave Diaphorase act 0.9, PMI activator 1, PMI act satM6P 1, TNAP act hi DEA 1, bIAP activator 1.1, bIAP inh -6.4, TNAP inh hi DEA -0.6, L major viab 7.5, TNAP inh no acc -7.7 and Diaphorase inh 7.4.
Screening CCCCNC(=O)Nc1ccon1 returned Diaphorase act 0.9, PMI activator 1, PMI act satM6P 0.9, TNAP act hi DEA 1, bIAP activator 0.8, bIAP inh 17.6, TNAP inh hi DEA -1.1, L major viab -2.3, TNAP inh no acc -8.5 and Diaphorase inh 9.3.
`CCOCCCNC(=O)c1ccc(N2CCCC2)c(NS(=O)(=O)c2ccc(C)cc2)c1` gave Diaphorase act 0.9, PMI activator 1.5, PMI act satM6P 1.5, TNAP act hi DEA 1, bIAP activator 1.3, bIAP inh -27.0, TNAP inh hi DEA 0.2, L major viab 7.7, TNAP inh no acc -4.9 and Diaphorase inh 11.3.
`O=C(N=Nc1ccc(NOC(=O)c2ccccc2Br)cc1)c1ccccc1O` gave Diaphorase act 0.4, PMI activator 0.7, PMI act satM6P 0.3, TNAP act hi DEA 0.8, bIAP activator 1, bIAP inh -3.8, TNAP inh hi DEA 21.1, L major viab -4.8, TNAP inh no acc 15.4 and Diaphorase inh 64.7*.
For Cc1ccc(C2CC(c3ccccc3)=NN2C(=S)Nc2ccccc2)o1 (configuration not stated) the results were Diaphorase act 0.2, PMI activator 0.5, PMI act satM6P 0.8, TNAP act hi DEA 1, bIAP activator 1, bIAP inh 4.7, TNAP inh hi DEA -3.0, L major viab 69.5*, TNAP inh no acc -7.7 and Diaphorase inh 76.3*.
`CC1Nc2nc(NC(=O)C(C)(C)C)[nH]c(=O)c2N(C)C1C` (configuration not stated) gave Diaphorase act 0.9, PMI activator 1, PMI act satM6P 1, TNAP act hi DEA 1, bIAP activator 0.9, bIAP inh 11.6, TNAP inh hi DEA 4.2, L major viab 16.2, TNAP inh no acc -16.8 and Diaphorase inh 8.4.
`O=C(CCCSc1nnc(-c2cccs2)n1CC1CCCO1)c1ccccc1` (configuration not stated) gave Diaphorase act 0.8, PMI activator 0.9, PMI act satM6P 1, TNAP act hi DEA 1, bIAP activator 1, bIAP inh 3.8, TNAP inh hi DEA -2.0, L major viab -4.7, TNAP inh no acc 1.5 and Diaphorase inh 23.8.
CC1(C)OC(=O)C(=CNc2cccc(C(=O)O)c2)C(=O)O1 was read as Diaphorase act 0.9, PMI activator 1.2, PMI act satM6P 1, TNAP act hi DEA 1, bIAP activator 1, bIAP inh 2.6, TNAP inh hi DEA -4.2, L major viab -5.4, TNAP inh no acc -1.2 and Diaphorase inh 6.7.
`COC(=O)c1ccc([N+](=O)[O-])cc1N1C(=O)C2C3CCC(C3)C2C1=O` (configuration not stated) gave Diaphorase act 0.8, PMI activator 0.9, PMI act satM6P 0.9, TNAP act hi DEA 1, bIAP activator 1.1, bIAP inh -12.4, TNAP inh hi DEA -3.3, L major viab -1.2, TNAP inh no acc -14.6 and Diaphorase inh 16.7.
Screening CCc1cc2ccccc2nc1SCC(=O)Nc1cc(OC)c(OC)cc1C(=O)O returned Diaphorase act 0.8, PMI activator 0.9, PMI act satM6P 0.8, TNAP act hi DEA 1, bIAP activator 0.7, bIAP inh 33.3, TNAP inh hi DEA 3.9, L major viab -8.3, TNAP inh no acc -9.4 and Diaphorase inh 17.7.
For Cc1cc([N+](=O)[O-])ccc1NC(=O)CSc1nccc(=O)[nH]1 the results were Diaphorase act 1.1, PMI activator 1.1, PMI act satM6P 1, TNAP act hi DEA 1, bIAP activator 1.2, bIAP inh -19.9, TNAP inh hi DEA -3.2, L major viab -6.8, TNAP inh no acc -5.4 and Diaphorase inh -6.1.
For O=C(Nc1ccccc1)OCc1cc(-c2ccccc2Cl)on1 the results were Diaphorase act 0.8, PMI activator 0.8, PMI act satM6P 0.9, TNAP act hi DEA 1, bIAP activator 0.9, bIAP inh 12.1, TNAP inh hi DEA -3.1, L major viab -8.6, TNAP inh no acc -2.9 and Diaphorase inh 19.9.
`O=C(O)CNC(=S)N(Cc1cccs1)C1CCCCC1` gave Diaphorase act 0.9, PMI activator 0.9, PMI act satM6P 1, TNAP act hi DEA 1, bIAP activator 0.7, bIAP inh 26.5, TNAP inh hi DEA -0.8, L major viab -4.2, TNAP inh no acc -14.7 and Diaphorase inh 11.2.
Screening CC(=O)Nc1ccc(S(=O)(=O)N2CCN(c3cc(C)nc4ccccc34)CC2)cc1 returned Diaphorase act 0.8, PMI activator 0.9, PMI act satM6P 1, TNAP act hi DEA 1.1, bIAP activator 1, bIAP inh 0.8, TNAP inh hi DEA -5.7, L major viab 7.8, TNAP inh no acc -14.8 and Diaphorase inh 19.1.
Screening Cc1noc(C)c1CSCC(=O)OCC(=O)N1CC(=O)Nc2ccccc21 returned Diaphorase act 0.9, PMI activator 1, PMI act satM6P 1, TNAP act hi DEA 1, bIAP activator 1, bIAP inh 4.1, TNAP inh hi DEA -4.8, L major viab -1.4, TNAP inh no acc -9.1 and Diaphorase inh 8.6.
`Cc1ccc2cc(/C=N/NC(=O)[C@H]3C[C@@H]3c3ccccc3)c(Cl)nc2c1` gave Diaphorase act 0.9, PMI activator 0.9, PMI act satM6P 1, TNAP act hi DEA 1, bIAP activator 1.1, bIAP inh -5.5, TNAP inh hi DEA 0.8, L major viab 35.2, TNAP inh no acc -5.9 and Diaphorase inh 7.4.
`Cc1ccc(C(=O)NCCSc2snnc2C)cc1` gave Diaphorase act 0.8, PMI activator 0.8, PMI act satM6P 0.8, TNAP act hi DEA 1, bIAP activator 0.9, bIAP inh 9.9, TNAP inh hi DEA -2.2, L major viab -2.8, TNAP inh no acc -6.3 and Diaphorase inh 17.9.
For CCOc1ccc(C(=O)NC(=S)Nc2cccc(S(=O)(=O)NC3=NCCC3)c2)cc1 the results were Diaphorase act 0.8, PMI activator 0.9, PMI act satM6P 0.9, TNAP act hi DEA 1, bIAP activator 0.9, bIAP inh 5.4, TNAP inh hi DEA 1.0, L major viab 0.4, TNAP inh no acc 12.9 and Diaphorase inh 21.3.
Screening Cn1cnc2c1c(=O)n(Cc1cccc(Br)c1)c(=O)n2C returned Diaphorase act 0.9, PMI activator 1, PMI act satM6P 1, TNAP act hi DEA 1, bIAP activator 0.9, bIAP inh 7.5, TNAP inh hi DEA 1.8, L major viab -2.1, TNAP inh no acc -6.5 and Diaphorase inh 9.2.
O=C(COC(=O)c1nc(-c2ccccc2)n(-c2cccc(C(F)(F)F)c2)n1)NCc1cccs1 was read as Diaphorase act 0.8, PMI activator 0.9, PMI act satM6P 1, TNAP act hi DEA 1, bIAP activator 0.8, bIAP inh 17.8, TNAP inh hi DEA -2.4, L major viab -3.0, TNAP inh no acc -10.4 and Diaphorase inh 17.0.
For O=C(CSc1nnc(-c2cccc(S(=O)(=O)N3CCCCC3)c2)o1)NCCC1=CCCCC1 the results were Diaphorase act 0.9, PMI activator 1.1, PMI act satM6P 1, TNAP act hi DEA 1, bIAP activator 1, bIAP inh 3.3, TNAP inh hi DEA -2.5, L major viab -4.8, TNAP inh no acc -9.9 and Diaphorase inh 5.5.
Screening Cc1ccc(C2CC2c2n[nH]c(=S)n2-c2ccc(C)cc2)cc1 (configuration not stated) returned Diaphorase act 0.7, PMI activator 0.8, PMI act satM6P 0.8, TNAP act hi DEA 1, bIAP activator 1.1, bIAP inh -6.1, TNAP inh hi DEA 0.7, L major viab 1.2, TNAP inh no acc 3.4 and Diaphorase inh 31.2.
COc1ccc(NC(=O)C2C3C=CC(C3)C2C(=O)NCc2ccccn2)c(OC)c1 (configuration not stated) was read as Diaphorase act 0.8, PMI activator 0.8, PMI act satM6P 0.7, TNAP act hi DEA 1, bIAP activator 1, bIAP inh -0.2, TNAP inh hi DEA -2.2, L major viab 0.6, TNAP inh no acc -9.7 and Diaphorase inh 21.0.
O=C(CN1CC(c2ccccc2)CC1=O)Nc1ccc2c(c1)OCO2 (configuration not stated) was read as Diaphorase act 0.9, PMI activator 1.1, PMI act satM6P 1, TNAP act hi DEA 1, bIAP activator 0.8, bIAP inh 20.7, TNAP inh hi DEA -3.0, L major viab -7.5, TNAP inh no acc -5.7 and Diaphorase inh 9.7.
Screening COc1ccc(C)cc1NC(=O)c1nnn(Cc2cccc(C(F)(F)F)c2)c1N returned Diaphorase act 1, PMI activator 1, PMI act satM6P 0.9, TNAP act hi DEA 1, bIAP activator 0.9, bIAP inh 8.4, TNAP inh hi DEA -1.4, L major viab -2.2, TNAP inh no acc -11.0 and Diaphorase inh 2.7.
CCOc1c2ccc(C(=O)NCc3cc(C(F)(F)F)cc(C(F)(F)F)c3)cc2nn1C was read as Diaphorase act 0.8, PMI activator 0.8, PMI act satM6P 0.9, TNAP act hi DEA 1, bIAP activator 1, bIAP inh 3.3, TNAP inh hi DEA -3.1, L major viab 4.9, TNAP inh no acc -5.4 and Diaphorase inh 18.6.
For CCN(Cc1ccccc1)c1ccc(N=Nc2nn(C)c(C)c2[N+](=O)[O-])cc1 the results were Diaphorase act 0.9, PMI activator 0.8, PMI act satM6P 0.9, TNAP act hi DEA 0.6, bIAP activator 0.9, bIAP inh 5.5, TNAP inh hi DEA 42.3, L major viab 1.2, TNAP inh no acc 36.9 and Diaphorase inh 12.9.
